# Tn6 DDE FP – inhibitors of Tn6 peptide binding to fibrin DD(E), primary screen, biochemical, fluorescence polarization, human fibrin, Tn6 probe; Fibrin DD(E) TRITC-Tn6 fluorescence polarization displacement; inhibition, % at 8.3 µM; AID 720509, 2013; Fibrinogen beta chain (Homo sapiens), P02675; hit rate 0.21% among 370,000;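 active = inhibition above a per-campaign cutoff: mean of compounds within control limits plus 3 SD, cut at about 15% in these data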;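 note: 0% = median of all compound wells on the plate and 100% = blocking peptide control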
# ASAP1 GAP inh – inhibitors of human ASAP1 ArfGAP activity, primary screen, biochemical, fluorescence polarization; Arf-GAP with SH3 domain, ANK repeat and PH domain-containing protein 1 (Homo sapiens), …; hit rate 0.19% among 360,000; ASAP1-stimulated ARF1 GTP hydrolysis, GDP FP detection; inhibition, % at 16.5 µM; in the data active = inhibition above about 25%;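 note: 0% = vehicle with enzyme and substrate and 100% = no enzyme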
# Target sequence (Q9ULH1 325-724 limits assumed): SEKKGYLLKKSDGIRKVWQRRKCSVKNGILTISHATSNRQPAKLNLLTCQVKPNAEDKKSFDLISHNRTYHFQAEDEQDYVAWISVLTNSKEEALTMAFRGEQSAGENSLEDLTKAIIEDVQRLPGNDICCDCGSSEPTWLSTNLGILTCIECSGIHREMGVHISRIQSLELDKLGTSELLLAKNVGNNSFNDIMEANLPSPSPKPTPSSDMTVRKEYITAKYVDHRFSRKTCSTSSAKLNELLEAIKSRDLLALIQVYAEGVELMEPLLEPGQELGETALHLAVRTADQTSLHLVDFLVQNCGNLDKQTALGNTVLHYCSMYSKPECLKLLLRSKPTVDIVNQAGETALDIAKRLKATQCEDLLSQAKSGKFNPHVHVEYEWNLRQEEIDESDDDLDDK
# UHRF1 MBD2 ctr – UHRF1 methylated DNA binding inhibitors, primary screen, counter-screen for MBD2 inhibitor project, biochemical, TR-FRET, human UHRF1, single concentration | E3 ubiquitin-protein ligase UHRF1 (Homo sapiens), Q96T88 | UHRF1 binding to methylated oligo | inhibition, % at 4.4 µM | hit rate 0.75% among 370,000 | AID 687016, 2013; in the data active = inhibition above about 21%;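 note: UHRF1 SRA domain binding a hemimethylated CpG hairpin DNA probe; 0% = median of test compound wells and 100% = reference inhibitor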
# PLC-beta3 inh – human PLC-beta3 inhibitors, primary screen, biochemical, fluorescence. 1-phosphatidylinositol 4,5-bisphosphate phosphodiesterase beta-3 (Homo sapiens), Q01970. hit rate 0.18% among 370,000. inhibition, % at 12.2 µM. Purified PLC-beta3, fluorogenic substrate; in the data active = inhibition above about 11%;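 note: 0% = median of compound wells on plate and 100% = full blocker control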
# PLCg1 inh – PLC-gamma1 enzyme inhibitors, primary screen, biochemical, fluorescence, purified enzyme; 1-phosphatidylinositol 4,5-bisphosphate phosphodiesterase gamma-1 (Homo sapiens), P19174; fluorogenic substrate; inhibition, % at 12.2 µM; hit rate 0.84% among 370,000; in the data active = inhibition above about 9.5%
# ARFGAP1 inhibitor – inhibitors of rat ARFGAP1 GAP activity, primary screen, biochemical, fluorescence polarization, GDP tracer; hit rate 0.26% among 360,000; inhibition, % at 16.5 µM; ADP-ribosylation factor GTPase-activating protein 1 (Rattus norvegicus), Q62848; Arfgap1-stimulated ARF1 GTP hydrolysis, GDP FP detection;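 active = inhibition above a per-plate limit, mean inhibition of low control wells plus 3 SD, cut at about 25% in these data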;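 note: 0% = DMSO wells with enzyme and 100% = wells lacking Arfgap1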
#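 System: truncated rat Arfgap1 GAP domain / Benchmarks: high control wells lacking Arfgap1, low control full reaction with DMSO / Times: compound-enzyme preincubation 20 min, reaction 120 min, detection 60 min, 25 °C / Repeats: one replicate per compound / Also added: human ARF1(Δ1-17)-GTP substrate / Measured by: Tracer-displacement fluorescence polarization with EDTA stop, 620/688 nm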
# proKLK7 act – proKLK7 zymogen activators, primary screen, biochemical, fluorescence intensity. purified proKLK7, EDANS-DABCYL substrate fluorescence; 100% is mature enzyme control, 0% vehicle. Kallikrein-7 (Homo sapiens), P49862. activation, % at 7 µM. AID 652039, 2013. hit rate 0.9% among 370,000;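 active = activation above the mean of all tested compounds plus 3 SD, computed per campaign excluding outliers beyond control limits, cut at about 13% in these data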
# sPLA2-III inh – human group III sPLA2 inhibitors, primary screen, biochemical, QFRET, BODIPY PC-A2 liposome substrate; AID 743126, 2013; inhibition, % at 12.2 µM; hit rate 0.56% among 370,000; Group 3 secretory phospholipase A2 (Homo sapiens), Q9NZ20; QFRET BODIPY PC-A2 liposome hydrolysis, fluorescence;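 active = inhibition above mean plus 3 SD of compounds lying within the high and low control bounds, cut at about 19% in these data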;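 note: 0% = median of test compound wells and 100% = no enzyme DMSO wells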
# Tn7 DDE FP – inhibitors of Tn7 peptide binding to fibrin DD(E), primary screen, biochemical, fluorescence polarization, human fibrin, Tn7 probe | Fibrinogen beta chain (Homo sapiens), P02675 | FP displacement of FITC-Tn7 peptide from fibrin DD(E); 0% = median of compound wells per plate | inhibition, % at 8.3 µM | hit rate 0.13% among 370,000 | AID 720508, 2013;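 active = inhibition above the mean of compounds falling within the control limits plus 3 SD of them, cut at about 14% in these data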;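 note: 0% = plate median of compound wells and 100% = 10 µM Aha-Tn7 peptide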
#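 assay system = human clot-derived fibrin DD(E) complex | quantity = Fibrin-DD(E) at 2 µM final | timing = 10 min preincubation, 3 h with tracer, room temperature | signal = fluorescence polarization | measure = percent inhibition | benchmarks = high control wells with 10 µM unlabelled Aha-Tn7 peptide (full inhibition) | replicates = singlicate testing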
# NR1D1 modulator – modulators of Rev-erb alpha DNA binding, primary screen, biochemical, FITC-DNA, fluorescence polarization, uHTS | activity, % at 10 µM | Nuclear receptor subfamily 1 group D member 1 (Homo sapiens), P20393 | hit rate 0.79% among 370,000 | Rev-erbα–FITC-DNA binding, 90 min;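 active = activity above about 14%, limit read from the data; passing the limit was not always enough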;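 note: 0% = DMSO wells with 35 nM protein and 100% = DMSO wells with 750 nM protein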
# Target sequence (P20393 whole entry, looked up): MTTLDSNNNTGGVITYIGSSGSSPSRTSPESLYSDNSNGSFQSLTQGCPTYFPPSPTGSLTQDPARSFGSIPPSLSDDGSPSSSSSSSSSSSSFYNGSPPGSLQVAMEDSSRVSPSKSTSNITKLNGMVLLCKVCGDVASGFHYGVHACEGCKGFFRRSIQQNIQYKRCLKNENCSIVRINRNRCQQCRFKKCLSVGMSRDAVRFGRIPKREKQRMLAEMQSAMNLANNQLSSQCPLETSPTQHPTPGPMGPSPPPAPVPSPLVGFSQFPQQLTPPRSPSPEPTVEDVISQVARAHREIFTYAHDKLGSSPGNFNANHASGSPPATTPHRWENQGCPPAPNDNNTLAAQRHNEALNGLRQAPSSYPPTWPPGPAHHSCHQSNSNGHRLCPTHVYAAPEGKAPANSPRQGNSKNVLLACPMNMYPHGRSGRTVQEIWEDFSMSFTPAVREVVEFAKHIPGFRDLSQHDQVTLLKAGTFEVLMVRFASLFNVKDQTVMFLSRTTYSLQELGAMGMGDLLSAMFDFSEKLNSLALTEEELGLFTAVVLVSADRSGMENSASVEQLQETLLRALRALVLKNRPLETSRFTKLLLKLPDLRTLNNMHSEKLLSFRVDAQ
# Active calls of the source: *; · = not tested or not shown.
SMILES,Tn6 DDE FP,ASAP1 GAP inh,UHRF1 MBD2 ctr,PLC-beta3 inh,PLCg1 inh,ARFGAP1 inhibitor,proKLK7 act,sPLA2-III inh,Tn7 DDE FP,NR1D1 modulator
Cc1noc(C(=O)Nc2cccnc2Cl)c1Cl,-4,-6,-1,-5,4,1,-0.1,4,9,1
COCCN1C[C@@H](CO)O[C@@H](n2cnc3c(NCCN(C)C)ncnc32)C1,0,-6,-2,3,2,-5,-0.2,-4,-2,2
CCS(=O)(=O)N1CCC(C(=O)NCCCN2CCN(c3ccccc3F)CC2)CC1,0,4,1,6,3,-7,0.2,1,-3,3
Nc1c(C(=O)Nc2ccc3c(c2)OCCO3)nnn1Cc1cccc(Cl)c1,1,4,0,-5,1,-6,3.0,-20,-2,-6
CC(=O)Nc1ccc(-c2csc(NC(=O)c3ccc(C)o3)n2)cc1,2,6,-1,-25,-23,2,0.6,-7,-4,5
CC(=O)c1cc(-c2cc(C(F)(F)F)cc(C(F)(F)F)c2)c(=O)n2c1CCC2,-2,·,-3,0,0,·,0.1,3,1,2
COc1ccccc1CC(=O)Nc1ncc(C)s1,-6,5,-1,-2,4,-7,0.0,3,5,-1
NC(=S)N/N=C/c1cccc(/C=N/NC(N)=S)c1,3,5,-8,-2,2,1,-0.1,9,-1,-4
O=C(Nc1nc(-c2ccccc2)cs1)C1c2ccccc2Oc2ccccc21,-5,4,-3,-4,0,6,-0.2,-5,4,1
Cc1cc(Br)cn2c(Cc3ccsc3)c(-c3cccc(Br)c3)nc12,8,3,19,-14,-10,12,0.1,-1,8,8
COc1ccc(Cl)cc1NC(=O)NC(C)c1ccncc1 (centres undefined),-1,1,3,2,-1,12,-0.3,1,-3,3
Cc1cccc(/C(N)=N/OC(=O)COc2ccccc2Cl)c1,-2,14,-2,1,0,-2,0.4,-1,3,4
CCc1nc2ccc(C(=O)N(C)CCCN(C)C)cn2c1N(C=O)CCC(C)C,4,5,1,-2,-4,-8,-0.6,-3,1,0
Cc1ccc2c(c1)NC(=O)C(N1CCOCC1)(C(F)(F)F)O2 (centres undefined),-4,10,4,6,2,-2,0.1,5,2,2
O=C(CSc1nnc(COc2ccc(Cl)cc2)o1)N1c2ccccc2CCc2ccccc21,2,-1,3,0,1,1,0.2,-22,5,1
O=C(/C=C/Nc1ccc([N+](=O)[O-])cc1Br)c1cccc2ccccc12,-1,-6,1,-1,-5,-4,-1.4,7,-7,3
CC(C)[C@H](NC(=O)[C@H]1N2C(=O)c3ccccc3C2SC1(C)C)C(=O)NCc1ccco1 (some centres undefined),-1,-1,0,-7,0,-5,0.9,-8,5,2
CCC(Cc1ccccc1)NC(=O)/C=C/c1ccco1 (centres undefined),-3,2,-1,-12,-8,-2,0.0,-3,8,0
CC(=O)Oc1cc2c(cc1OC(C)=O)C(=O)CCCC2,8,1,1,2,-1,-2,0.1,4,9,-1
CC(C)COc1ccc(C(=O)OCCN2CCOCC2)cc1,-3,-3,1,-2,-2,9,-0.3,1,5,-2
Cc1ccccc1C(=O)NCCNC(=O)c1ccccn1,7,-7,0,-2,1,-7,-0.1,4,-3,-2
Cc1cc(NC(=O)CSc2nccn2C)n(-c2ccccc2)n1,-3,-19,-3,-5,3,-12,-0.1,-4,-1,-1
CC1(C)CCN2CCC(C)(C)c3c(O)ccc1c32,30*,8,-5,-58,-46,7,0.5,-14,8,-1
O=C1CC(c2ccc(S(=O)(=O)Nc3cc(C(F)(F)F)cc(C(F)(F)F)c3)cc2)CN1 (centres undefined),-11,6,2,-9,2,-11,0.0,-28,7,-3
O=C(CNC(=O)c1ccc(-c2ccccc2)cc1)Nc1ccc(S(=O)(=O)Nc2ncccn2)cc1,0,1,-2,-6,2,-10,0.0,-21,-9,0

# 3 entries drawn at random from the list so far:
SMILES,Tn6 DDE FP,ASAP1 GAP inh,UHRF1 MBD2 ctr,PLC-beta3 inh,PLCg1 inh,ARFGAP1 inhibitor,proKLK7 act,sPLA2-III inh,Tn7 DDE FP,NR1D1 modulator
Cc1cc(Br)cn2c(Cc3ccsc3)c(-c3cccc(Br)c3)nc12,8,3,19,-14,-10,12,0.1,-1,8,8
Cc1ccc2c(c1)NC(=O)C(N1CCOCC1)(C(F)(F)F)O2 (centres undefined),-4,10,4,6,2,-2,0.1,5,2,2
CC(=O)c1cc(-c2cc(C(F)(F)F)cc(C(F)(F)F)c2)c(=O)n2c1CCC2,-2,·,-3,0,0,·,0.1,3,1,2

# 2 entries from above, with two lines to a compound:
# Sequence of screens: Tn6 DDE FP | ASAP1 GAP inh | UHRF1 MBD2 ctr | PLC-beta3 inh | PLCg1 inh | ARFGAP1 inhibitor | proKLK7 act | sPLA2-III inh | Tn7 DDE FP | NR1D1 modulator
Cc1ccccc1C(=O)NCCNC(=O)c1ccccn1
→ 7 | -7 | 0 | -2 | 1 | -7 | -0.1 | 4 | -3 | -2
Cc1cc(NC(=O)CSc2nccn2C)n(-c2ccccc2)n1
→ -3 | -19 | -3 | -5 | 3 | -12 | -0.1 | -4 | -1 | -1

# Other entries follow.
SMILES,Tn6 DDE FP,ASAP1 GAP inh,UHRF1 MBD2 ctr,PLC-beta3 inh,PLCg1 inh,ARFGAP1 inhibitor,proKLK7 act,sPLA2-III inh,Tn7 DDE FP,NR1D1 modulator
C=CCNC(=O)Nc1ccc(F)c(Cl)c1,2,-4,0,1,0,9,0.2,-2,-6,-3
O=C(NCCN1CCCC1)c1ccc(Br)cc1,0,2,-1,-6,1,5,-0.1,-1,-6,2
CC(=O)SC(C)CC(=O)NCc1ccccc1 (centres undefined),7,-2,-1,0,-3,15,0.5,5,7,-7
Cc1ccc(C(OCCN(C)C)c2cccc(C(F)(F)F)c2)cc1 (centres undefined),8,2,-7,3,5,-6,0.0,-25,-2,4
Cc1[nH]cnc1CSCc1ccc(Cl)cc1,-2,17,1,-2,0,5,-0.1,8,4,1
Cc1nc2sc(C(c3ccc(Cl)cc3)N3CC(C)OC(C)C3)c(O)n2n1 (centres undefined),4,-13,-1,-2,-2,2,0.0,1,6,-2
OCCN(Cc1ccccc1)Cc1ccccc1F,7,3,2,2,1,1,0.2,0,-5,-5
O=C(NNC(=O)C1CC1)Nc1ccc(Cl)cc1,-2,6,1,-5,2,4,-0.2,3,-11,-2
CCCNC(=O)C1CCN(S(=O)(=O)c2ccc3nc4c(c(C(=O)O)c3c2)CCCCC4)CC1,6,-1,-1,0,4,-11,-0.4,3,-6,3
COc1ccc(CCNC(=O)C2CCN(C(=O)c3ccccc3)CC2)cc1,0,-1,0,1,-2,8,0.1,-1,0,-2
CCOC(=O)c1c(C)[nH]c(C)c1C(=O)COC(=O)[C@@H](NC(=O)c1ccccc1OCC)C(C)C,3,13,10,3,0,-2,0.1,-12,-2,3
CC1(c2ccccc2Cl)NC(=O)N(CC(=O)Nc2ccc3c(c2)OCO3)C1=O (centres undefined),1,-7,-1,2,0,2,-1.1,-5,-5,5
O=C(CCN1C(=O)C2C3C=CC(C3)C2C1=O)N1CCN(c2ccccc2F)CC1 (centres undefined),2,3,3,8,-1,-2,0.6,-1,2,0
Cc1c(Oc2ccc(C(F)(F)F)cc2[N+](=O)[O-])ccc2c3c(c(=O)oc12)CCC3,5,-7,-1,-90,-73,-10,-19,-3,-6,2
COCCn1c(N)c(Sc2ccc(Cl)cc2)c(=O)[nH]c1=O,-1,-5,-2,0,0,-9,-0.7,5,1,-1
O=C(N/N=C/c1ccc(Sc2ccccn2)o1)c1cccc([N+](=O)[O-])c1,-11,-3,1,5,3,0,0.3,-4,-2,7
COC(=O)CN1C(=O)COc2ccc(S(=O)(=O)N3CCCCC3)cc21,-1,-4,0,1,6,4,-0.5,11,2,7
N=C1C=CC(=C(c2ccc(N)cc2)c2ccc(N)cc2)C=C1,3,4,-6,-20,-11,-1,-0.2,21*,1,4
O=C(CN1CCN(S(=O)(=O)c2ccc(F)c(Cl)c2)CC1)N1CCOCC1,-6,5,2,-4,2,5,0.6,8,-4,0
CSc1nc2ccc(NC(=O)c3nn(C(C)C)c(=O)c4ccccc34)cc2s1,1,11,-1,-2,-2,-5,-0.1,-4,1,-2
CNC(=O)c1c(O)c2cccc3c2n(c1=O)CC3,3,9,2,6,4,-3,0.3,11,-2,-5
O=C(NCc1ccco1)c1ccc(COc2ccc(Cl)cc2)cc1,2,0,5,10,7,11,0.1,-10,-9,3
CCc1ccc(-n2ncc(Cl)c(Oc3ccc(OC)cc3)c2=O)cc1,-1,·,2,-6,-8,·,·,-6,-6,1
COc1cc(OC)cc(C(=O)NCC(=O)NCc2ccccn2)c1,1,-5,13,-7,-2,3,0.2,2,-5,1
CCc1cccc(C)c1NC(=O)Cn1nc(C)n2cccc2c1=O,-2,4,1,-9,-4,1,-0.1,5,-3,10

# Shown as a hit in sPLA2-III inh, among the entries above:
Structure | Tn6 DDE FP | ASAP1 GAP inh | PLC-beta3 inh | PLCg1 inh | ARFGAP1 inhibitor | proKLK7 act | sPLA2-III inh | Tn7 DDE FP | NR1D1 modulator
N=C1C=CC(=C(c2ccc(N)cc2)c2ccc(N)cc2)C=C1 | 3 | 4 | -20 | -11 | -1 | -0.2 | 21* | 1 | 4

# Record cards, as listed above.
# CCc1ccc(-n2ncc(Cl)c(Oc3ccc(OC)cc3)c2=O)cc1 is listed as Tn6 DDE FP: -1; ASAP1 GAP inh: ·; UHRF1 MBD2 ctr: 2; PLC-beta3 inh: -6; PLCg1 inh: -8; ARFGAP1 inhibitor: ·; proKLK7 act: ·; sPLA2-III inh: -6; Tn7 DDE FP: -6; NR1D1 modulator: 1
# C=CCNC(=O)Nc1ccc(F)c(Cl)c1 is listed as Tn6 DDE FP: 2; ASAP1 GAP inh: -4; UHRF1 MBD2 ctr: 0; PLC-beta3 inh: 1; PLCg1 inh: 0; ARFGAP1 inhibitor: 9; proKLK7 act: 0.2; sPLA2-III inh: -2; Tn7 DDE FP: -6; NR1D1 modulator: -3

# Compound activity deposited in PubChem by several laboratories.
